LEDGF integ inh = blockers of LEDGF/p75-dependent integrase strand transfer – biochemical, TR-FRET, high throughput, primary screen; HIV-1 integrase (with human LEDGF/p75); TR-FRET IN-LEDGF/p75 DNA integration, Eu/Cy5; inhibition, % at 3.7 µM; AID 743269, 2014; 0.64% of 370,000 active;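 active = inhibition above the screen-wide mean plus 3 SD, cut at about 13% in these data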;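 also: signal is the Cy5 over europium emission ratio at 671 and 618 nm; 0% = plate median of compound wells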
SIAE inh = human SIAE inhibitors, primary screen, biochemical, fluorescence polarization, FP-Rh probe, 1536-well HTS; SIAE FP-Rh probe binding; inhibition, % at 9.66 µM; 0.69% of 370,000 active; AID 1053197, 2014;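 active = inhibition above a cutoff: mean of compounds within the control limits plus 3 SD of those, cut at about 17% in these data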;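 also: 0% = plate median of compound wells and 100% = probe without SIAE protein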
MBD2 inh = inhibitors of MBD2 binding to methylated DNA, primary screen, biochemical, TR-FRET, DNA-binding domain, human; MBD2 binding to methylated oligonucleotide; inhibition, % at 4.4 µM; 0.31% of 370,000 active; AID 686964, 2013; in the data active = inhibition above about 13%
Tn6 DDE FP = inhibitors of Tn6 peptide binding to fibrin DD(E), primary screen, biochemical, fluorescence polarization, human fibrin, Tn6 probe; Fibrinogen beta chain (Homo sapiens), P02675; Fibrin DD(E) TRITC-Tn6 fluorescence polarization displacement; inhibition, % at 8.3 µM; 0.21% of 370,000 active;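 active = inhibition above a per-campaign cutoff: mean of compounds within control limits plus 3 SD, cut at about 15% in these data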;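 also: 0% = median of all compound wells on the plate and 100% = blocking peptide control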
Target sequence (P02675 whole entry, looked up): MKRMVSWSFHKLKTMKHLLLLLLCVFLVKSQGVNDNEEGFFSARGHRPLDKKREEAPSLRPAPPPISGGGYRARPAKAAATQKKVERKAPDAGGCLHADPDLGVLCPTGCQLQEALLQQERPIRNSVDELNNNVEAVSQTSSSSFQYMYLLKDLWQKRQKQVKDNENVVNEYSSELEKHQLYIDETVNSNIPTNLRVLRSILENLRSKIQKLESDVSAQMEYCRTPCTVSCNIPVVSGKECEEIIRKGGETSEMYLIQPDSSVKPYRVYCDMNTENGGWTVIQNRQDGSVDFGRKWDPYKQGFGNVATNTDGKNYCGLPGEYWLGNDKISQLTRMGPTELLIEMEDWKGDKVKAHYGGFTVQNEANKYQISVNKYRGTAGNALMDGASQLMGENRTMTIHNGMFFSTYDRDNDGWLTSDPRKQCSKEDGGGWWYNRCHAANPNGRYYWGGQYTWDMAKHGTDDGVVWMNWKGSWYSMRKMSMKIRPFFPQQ
DDE Tn7 FP inh = inhibitors of Tn7 peptide binding to fibrin DD(E), primary screen, biochemical, fluorescence polarization, human fibrin, Tn7 probe. FP displacement of FITC-Tn7 peptide from fibrin DD(E); 0% = median of compound wells per plate. inhibition, % at 8.3 µM. 0.13% of 370,000 active. Fibrinogen beta chain (Homo sapiens), P02675;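 active = inhibition above the mean of compounds falling within the control limits plus 3 SD of them, cut at about 14% in these data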;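 also: 0% = plate median of compound wells and 100% = 10 µM Aha-Tn7 peptide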
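Assay system: Fibrin-DD(E) protein isolated from polymerized human fibrin clots; read-out basis: percent inhibition; medium: Tris/NaCl/CaCl2 buffer, pH 7.8; signal: FP measurement; incubation: 10 min plus 3 h, room temperature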
TDP2 inh = human TDP2 enzyme inhibitors, primary screen, biochemical, epi absorbance, recombinant enzyme; T5PNP hydrolysis, p-nitrophenol absorbance 415 nm; inhibition, % at 12.8 µM; 0.34% of 370,000 active; AID 720702, 2013;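 active = inhibition above the mean of all tested compounds plus 3 SD, set per campaign, cut at about 25% in these data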;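 also: 0% = DMSO with enzyme and 100% = buffer with substrate but no TDP2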
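Incubation: 2 h at 37 °C; Test system: recombinant human TDP2; Quantity: enzyme 120 nM; Read-out basis: percent inhibition; Medium: 50 mM Tris-HCl pH 7.5 with Mg2+, KCl, DTT, BSA; Repeats: single replicate; Compound: 12.8 µM single point, 1% DMSO; Signal: epi absorbance; Reagent: 5 mM T5PNP chromogenic substrate; Benchmarks: no-enzyme high, DMSO-plus-enzyme low.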
PRMT1 inh = PRMT1 methyltransferase inhibitors, primary screen, biochemical, fluorescence polarization. AID 652257, 2013. 1.3% of 370,000 active. Protein arginine N-methyltransferase 1 (Homo sapiens), Q99873. inhibition, % at 2.79 µM. recombinant PRMT1, activity-based probe fluorescence polarization;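 active = inhibition above about 21% made by adding two undisclosed values, limit read from the data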
proKLK7 act = proKLK7 zymogen activators, primary screen, biochemical, fluorescence intensity | activation, % at 7 µM | 0.9% of 370,000 active | purified proKLK7, EDANS-DABCYL substrate fluorescence; 100% is mature enzyme control, 0% vehicle | AID 652039, 2013 | Kallikrein-7 (Homo sapiens), P49862;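 active = activation above the mean of all tested compounds plus 3 SD, computed per campaign excluding outliers beyond control limits, cut at about 13% in these data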
Target sequence (P49862 whole entry, looked up): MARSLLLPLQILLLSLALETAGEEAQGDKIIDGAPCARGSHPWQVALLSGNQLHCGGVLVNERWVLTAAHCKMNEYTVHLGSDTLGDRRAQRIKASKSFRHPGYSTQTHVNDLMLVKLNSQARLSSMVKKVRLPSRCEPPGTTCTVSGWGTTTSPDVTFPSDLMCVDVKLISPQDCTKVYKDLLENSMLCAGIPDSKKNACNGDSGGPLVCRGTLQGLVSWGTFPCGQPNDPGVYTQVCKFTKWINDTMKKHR
UHRF1 binding = UHRF1 methylated DNA binding inhibitors, primary screen, counter-screen for MBD2 inhibitor project, biochemical, TR-FRET, human UHRF1, single concentration. inhibition, % at 4.4 µM. 0.75% of 370,000 active. E3 ubiquitin-protein ligase UHRF1 (Homo sapiens), Q96T88. UHRF1 binding to methylated oligo; in the data active = inhibition above about 21%;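 also: UHRF1 SRA domain binding a hemimethylated CpG hairpin DNA probe; 0% = median of test compound wells and 100% = reference inhibitor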
TCR CD3 inh = inhibitors of human TCR-CD3 interaction, primary screen, biochemical, fluorescence, TAMRA-labeled TCR probe; inhibition, % at 9.4 µM; T-cell receptor (TCR); 0.37% of 360,000 active; in the data active = inhibition above about 19%;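 also: recombinant mutant TCR 2C K166C tagged with TAMRA read by polarization; 0% = receptor in buffer alone and 100% = receptor with positive control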
Starred values were filed as active, the others as inactive; x = not tested or not shown. No enrichment for hits. About 4.6% of those tested had a hit in this group.

SMILES	LEDGF integ inh	SIAE inh	MBD2 inh	Tn6 DDE FP	DDE Tn7 FP inh	TDP2 inh	PRMT1 inh	proKLK7 act	UHRF1 binding	TCR CD3 inh
COc1ccc(C(=O)NC(=S)Nc2ccc(CN3CCOCC3)cc2)cc1Cl	-2	-6	3	2	-6	10	-3	0.2	-1	5
COC(=O)c1ccc(/C=C/C(=O)c2ccc(OC)cc2)cc1	0	1	4	-6	4	13	2	-0.7	3	-6
CCOC(=O)[C@]12CCC=C1N(Cc1cccc3ccccc13)C(=O)[C@H](CC(=O)N1CCOCC1)C2	1	-6	-5	6	4	4	-2	0.1	-1	2
O=C(NCCc1ccccc1)c1ccc(CS(=O)(=O)c2ccc(Cl)cc2)o1	-4	-3	2	-3	-2	15	6	0.0	0	-7
CCOC(=O)C(=O)N(C)c1c(CC)nc2c(OCc3ccc(OC)cc3)cccn12	5	4	-4	0	-3	0	-1	0.4	-2	-1
Cc1ccc(CNC(=O)CN2C(=O)NC(C)(c3ccccc3Cl)C2=O)cc1 (configuration not stated)	-2	5	-1	6	9	1	-3	-0.3	1	4
CCCNC(=O)Nc1cc(OC)c(OC)cc1Cc1nccc2cc(OC)c(OC)cc12	-2	5	-1	0	1	-11	3	0.1	1	-8
CCOC(=O)N1CCN(c2ncnc3c2cnn3-c2ccc(OC)cc2)CC1	-2	3	4	-4	1	12	-2	0.5	1	-12
NC(=O)c1ccc(OCC(F)(F)C(F)(F)C(F)(F)C(F)(F)C(F)(F)C(F)F)cc1	-1	5	1	-3	-4	4	1	-0.2	-5	-3
Cc1ccc([C@H]2C[C@H](O)[C@@H](n3cc(COC(=O)c4ccccc4)nn3)CN2C(=O)C2CCCCC2)cc1	-1	-6	1	-1	6	-2	0	-0.2	0	2
O=C(Nc1ccc2oc(-c3ccccc3)nc2c1)c1ccncc1	2	-10	5	-9	3	4	-1	-0.3	11	2
O=C(CCCC(=O)N(c1cccc(F)c1)C(C(=O)NC1CCCC1)c1ccc(O)cc1)Nc1ccccn1 (configuration not stated)	-2	5	2	0	3	7	1	-0.1	3	-3
O=C(CO/N=C/c1c(Cl)cccc1Cl)NNC(=O)c1cccc(Cl)c1	2	-2	0	-1	-1	-10	-2	0.1	-2	5
CC(Sc1nc2c(c(=O)[nH]1)CCCC2)C(=O)Nc1ccc(Br)cn1 (configuration not stated)	-1	-6	3	-5	3	-3	-3	-0.1	11	7
CCc1nc2ccccc2[nH]c1=O	-3	-1	-4	6	-6	7	5	1.9	-3	-9

Of the compounds above, three have sulfur:
SMILES	LEDGF integ inh	SIAE inh	MBD2 inh	Tn6 DDE FP	DDE Tn7 FP inh	TDP2 inh	PRMT1 inh	proKLK7 act	UHRF1 binding	TCR CD3 inh
COc1ccc(C(=O)NC(=S)Nc2ccc(CN3CCOCC3)cc2)cc1Cl	-2	-6	3	2	-6	10	-3	0.2	-1	5
O=C(NCCc1ccccc1)c1ccc(CS(=O)(=O)c2ccc(Cl)cc2)o1	-4	-3	2	-3	-2	15	6	0.0	0	-7
CC(Sc1nc2c(c(=O)[nH]1)CCCC2)C(=O)Nc1ccc(Br)cn1 (configuration not stated)	-1	-6	3	-5	3	-3	-3	-0.1	11	7

(listing goes on)
SMILES	LEDGF integ inh	SIAE inh	MBD2 inh	Tn6 DDE FP	DDE Tn7 FP inh	TDP2 inh	PRMT1 inh	proKLK7 act	UHRF1 binding	TCR CD3 inh
COc1ccc(N2CCN(C(=O)C3COc4ccccc4O3)CC2)cc1 (configuration not stated)	4	-5	4	-3	-5	0	0	-0.5	-1	5
Fc1cccc(Cl)c1CNCc1ccccc1Cl	-1	-7	3	5	1	-3	2	-0.4	3	3
CCc1c(C)c(C#N)c2[nH]c3ccccc3n2c1=S	-1	11	-1	0	-1	9	10	3.2	-8	-1
CCc1nnc(SCC(=O)Nc2ccccc2Cl)nc1CC	-6	1	-3	0	0	-2	7	0.4	0	2
c1ccc2c(c1)N=C(N1CCN(Cc3ccc4c(c3)OCO4)CC1)c1ccccc1S2	-4	-1	1	-6	-6	-3	0	-0.2	0	x
O=C(CN1CCOCC1)N1N=C(c2cccs2)CC1c1cccs1 (configuration not stated)	-2	-2	-3	-2	-1	-5	0	0.7	0	1
O=C(CCCCC(=O)OC1CCCCC1)OC1CCCCC1	2	-1	8	-9	2	-3	5	-1.1	2	-4
COc1ccc(O)c(C(=O)c2cc(C(=O)NCCc3ccccc3)c(=O)n(CCc3ccccc3)c2)c1	2	-11	1	-5	-3	0	1	0.5	3	2
CCSc1nnc(-c2ccc(S(=O)(=O)N3CCOCC3)cc2)n1CC1CCCO1 (configuration not stated)	-2	1	3	-2	6	8	2	0.7	2	-1
C[C@@H]1CN([C@H](C)CO)C(=O)CCCn2cc(nn2)CO[C@H]1CN(C)C(=O)c1ccc(N2CCN(C)CC2)cc1	-3	4	-4	0	0	-6	2	0.3	2	2
Cc1nc(SCC(=O)Nc2nccs2)c(C#N)c(C)c1C	1	3	1	0	2	5	4	7.6	-2	-5
COc1cccc(=O)c2c(C)n(-c3cc(C)cc(C)c3)c(C)c12	4	10	1	6	-7	-3	13	-0.3	0	-9
Cn1c(=O)oc2cc(S(=O)(=O)N3CCCC(C(=O)NC4CCCc5ccccc54)C3)ccc21 (configuration not stated)	5	2	2	7	-3	5	-2	0.0	0	8
CCN(Cc1ccccc1)S(=O)(=O)c1ccc(F)cc1	-5	2	-1	3	4	10	2	0.1	0	-3
CCN1C(=O)C(Cc2nc3ccccc3c(=O)n2C)c2ccccc21 (configuration not stated)	1	-8	3	11	4	-5	-1	0.2	-1	3
Cc1cc(S(=O)(=O)NCc2ccccc2)ccc1OCC(=O)NCc1ccccn1	2	-4	5	4	-1	7	2	0.3	-2	1
CCOc1ccc(S(=O)(=O)N2CCN(Cc3ccco3)CC2)cc1	6	-4	7	2	-1	17	2	0.2	27*	6
CCN=C1S/C(=C\c2ccc(O)c(OCC)c2)C(=O)N1CC	0	-2	2	0	-7	7	-1	-1.6	2	1
O=C(O)CCCc1nc(-c2ccc(Cl)cc2)no1	-4	0	1	7	5	-9	2	-0.2	2	-1
NS(=O)(=O)OCC(Cc1ccccc1)N1C(=O)c2ccccc2C1=O (configuration not stated)	3	-4	-4	-7	-5	-3	-1	0.7	-4	-1
CC(C)CN(CC(C)C)S(=O)(=O)N1CCC(C(=O)NCc2cccnc2)CC1	1	-3	1	-3	-5	5	4	-0.2	-1	-3
CC(C)(C)OC(=O)N1Cc2cc3ccccc3nc2C1	-1	4	5	-3	-5	11	-3	-0.4	-2	5
CCOc1cccc(C(=O)Nc2ccc(NC(=O)c3ccccc3)c(C)c2)c1	4	-4	3	-7	-2	-10	1	0.5	1	4
O=S1(=O)CC2SC(=S)N(Cc3ccccc3)C2C1 (configuration not stated)	-3	4	-2	3	0	-6	1	-0.2	0	-1
COc1ccc(NC(=O)CN(C)C(=O)C(CCSC)NC(=O)c2ccccc2)cc1 (configuration not stated)	-1	-3	0	-3	-5	8	-3	0.0	1	7
CC(=O)NCc1nc2ccccc2n1Cc1ccccc1F	1	2	-3	-5	-4	-3	-1	0.2	-1	0
Cc1c(C)n(CCCN(C)C)c2ncnc(Nc3ccc(F)cc3)c12	-4	10	3	7	4	-3	0	-0.2	0	-7
Cc1nnc(SCc2cc([N+](=O)[O-])cc3c2OCOC3)[nH]c1=O	0	-2	0	4	-11	8	-1	0.3	-2	-9
Cc1cnc(NC(=O)c2cc(-c3ccccc3)nn2-c2ccccc2)s1	-3	0	25*	3	-2	-1	-1	-0.2	-1	5
COc1cccc(/C=C/c2ccncc2)c1OC	2	11	-2	-6	-5	3	0	-0.1	-4	9
Cc1ccn2c(=O)nc(SCC(=O)c3ccccc3)nc2c1	10	-6	10	-1	-1	1	-1	-0.2	15	3
COc1ccc(S(=O)(=O)N2CCC(C(=O)N[C@@H](C)C(=O)NCc3ccccn3)CC2)cc1	0	-2	-1	-5	1	3	-2	0.1	0	-1
COc1ccc(NC(=O)c2cc(-c3cc(C)ccc3O)n[nH]2)cc1Cl	5	-13	-8	-4	7	-19	-5	-0.2	4	11
COc1ccc(C2N(c3ccc(OC)cc3)C(=O)C3CCCN32)cc1 (configuration not stated)	2	4	-1	2	3	5	-3	0.0	-1	7
CCn1c(=S)[nH]c2cc(S(=O)(=O)N3CCOCC3)ccc21	-1	-1	-4	8	3	-15	-1	0.8	-1	1
COc1ccc(C(=O)N(CC2CCCO2)C(C(=O)NCCC(C)C)c2ccc(C)cc2)cc1OC (configuration not stated)	-3	4	3	1	2	8	2	0.1	3	-6
O=C(Nc1ccc(S(=O)(=O)N2C[C@@H]3C[C@@H](C2)c2cccc(=O)n2C3)cc1)c1ccc(F)cc1	1	1	3	4	1	1	-1	0.4	-1	-7
O=C(NCCCN1CCCC1)c1ccc(CS(=O)(=O)c2ccc(Br)cc2)o1	1	-3	-2	4	2	12	-4	-0.1	-8	5
COc1ccc(S(=O)(=O)N2CCOCC2)cc1C(=O)NC1CCCCC1	1	10	-4	0	-5	17	0	0.1	4	5
O=C(Nc1ccn(CCCNCc2cccc3ccccc23)c(=O)n1)OCc1ccccc1	0	1	1	1	-5	2	4	0.5	-3	-4
COc1cccc(CCc2nnc(CCC(=O)NC(C)Cc3cccs3)o2)c1 (configuration not stated)	-1	2	3	1	3	-6	3	0.0	4	-5
O=C(CC(=O)N/N=C/c1c(Cl)cccc1Cl)NCc1cccnc1	1	6	-5	5	-7	8	2	0.3	0	6
CCC(CNC(=O)c1c(C)nn(-c2ccccc2)c1Cl)c1ccccc1 (configuration not stated)	0	-5	-3	6	1	-7	-2	0.2	0	8
Cc1ccc(NC(=S)NC2CC3CCC(C2)N3Cc2ccco2)cc1C (configuration not stated)	6	-7	-5	-2	0	-25	-1	-0.7	6	-5
COc1ccc(C2(CNC(=O)C(=O)Nc3ccc(C)cc3)CCOCC2)cc1	-1	-4	-4	3	-10	-12	-3	0.3	3	6
COc1ccccc1C(=O)COC(=O)c1nc(Cl)ccc1Cl	1	-2	-2	2	2	5	3	0.1	-1	3
C[C@H](CO)N1C[C@H](C)[C@@H](CN(C)S(=O)(=O)c2cccc(F)c2)Oc2ncc(Br)cc2C1=O	3	3	-7	-3	1	-2	-1	-0.1	-2	6
